# mcGAS MS inh – inhibitors of mouse cGAS. Q8C6L5. recombinant mouse cGAS, cGAMP by RapidFire MS. inhibition, % at 12.5 µM. 0.18% of 130,000 active;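 active means inhibition of cGAS enzyme activity at or above 60%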;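 further: enzyme stimulated by 45 bp dsDNA with ATP and GTP substrates; cGAMP share of summed cGAMP plus half ATP and half GTP signals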
# Target sequence (Q8C6L5 whole entry, looked up): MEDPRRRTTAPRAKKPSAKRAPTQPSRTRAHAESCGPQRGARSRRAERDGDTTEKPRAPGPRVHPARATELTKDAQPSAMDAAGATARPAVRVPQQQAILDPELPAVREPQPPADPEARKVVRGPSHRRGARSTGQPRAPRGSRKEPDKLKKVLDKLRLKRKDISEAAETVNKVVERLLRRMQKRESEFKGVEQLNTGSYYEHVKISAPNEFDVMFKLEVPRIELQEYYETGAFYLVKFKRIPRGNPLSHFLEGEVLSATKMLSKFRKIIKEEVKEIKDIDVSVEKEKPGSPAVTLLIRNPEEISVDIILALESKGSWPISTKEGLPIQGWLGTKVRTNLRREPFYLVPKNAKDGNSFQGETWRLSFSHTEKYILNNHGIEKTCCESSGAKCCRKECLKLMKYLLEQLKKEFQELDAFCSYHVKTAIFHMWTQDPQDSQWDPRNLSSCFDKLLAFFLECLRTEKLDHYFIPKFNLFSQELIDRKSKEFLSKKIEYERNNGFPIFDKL
# Starred values were filed as active, the others as inactive; & = joins results of further samples. These rows are one share of the data (hit frequency here may not be typical).
SMILES	mcGAS MS inh
O=C(O)CCc1ccc(-c2ccc(F)cc2)[nH]1	-7
CN(Cc1cccc(Cl)c1)C(=O)CCc1nc2sc3c(c2c(=O)[nH]1)CCC3	5
O=C(Cn1c(=O)c(F)cn(C2CCCO2)c1=O)Nc1cccc2nsnc12 (centres undefined)	-6
CC1CCC(N(C(=O)Nc2nccs2)C2CC2)CC1 (centres undefined)	-14
CCN1CCN(Cc2ccc(NC(=O)C(C)Oc3ccccc3)cc2)CC1 (centres undefined)	0
Brc1ccc(Sc2ncnc3sccc23)cc1	-8
COc1ccc(N)cc1S(=O)(=O)N(C)C	-8
c1ccc2c(c1)ncn2CN1CCOCC1	-17
COC(=O)c1sccc1NS(=O)(=O)c1ccc(F)cc1	-6
COc1c(Cl)cccc1NC(=O)NCC(C)(C)CC(C)O (centres undefined)	-6
COc1ccc(C(=O)N(Cc2ccco2)Cc2cc(N)ccc2N(C)C)cc1	-5
Cc1cc(S(=O)(=O)N(C)C)cc(NCC(=O)NC23CC4CC(CC(C4)C2)C3)c1C	-28
O=c1[nH]nc(N=Nc2c(O)[nH]c3ccc(F)cc23)c(=O)[nH]1	-4
O=C1C2CC3CC1CC(O)(C3)C2	2
Cc1cccc(C)c1Cn1c(C)c(C(=O)NCc2ccc(C(F)(F)F)cc2)sc1=O	-2
N#Cc1cn(OCc2ccccc2)c(=O)[nH]c1=O	-11
CN(C)CC(C)(C)CNC(=O)c1cc2cc(Cl)ccc2[nH]1	-8
Cc1nc(CCNC(=O)CC2NC(=O)c3ccccc32)nc2c1CCCC2 (centres undefined)	-15
O=C(Nc1ccc2c(c1)S(=O)(=O)C=C2)C1CC1c1cccc(F)c1 (centres undefined)	-8
O=C1CSc2ccc(C(=O)NCC#Cc3cccc(C(F)(F)F)c3)cc2N1	-10
COCCn1c(=NC(=O)c2ccc(S(C)(=O)=O)cc2)sc2c(OC)ccc(OC)c21	-7
O=c1[nH]c(=S)c2c(n1C1CC1)CCC2	-8
N#CCc1ccc(OCC(O)Cn2cnc3ccc(Br)cc3c2=O)cc1 (centres undefined)	2
O=C(NCc1nc(-c2ccccc2)no1)c1ccc2c(c1)ncn2-c1ccccc1	-5
CCOc1nn(CC)cc1C(=O)N1CCN(C(=O)c2ccco2)CC1	-11
Cn1cccc1P(=Nc1ccccc1)(N1CCOCC1)N1CCOCC1	-3&-3
CC1=C(C(=O)N2CCc3ccccc3C2)C(c2nc[nH]c2C)NC(=O)N1 (centres undefined)	-12
Cc1nnc(NC(=O)c2ccc(C(F)(F)F)cc2)o1	-5
N#CCS(=O)(=O)Cc1ccc(C(=O)O)cc1	10
O=C1CC(NCc2cc(F)ccc2-n2cccn2)CN1Cc1cccc(F)c1 (centres undefined)	-9
COc1ccc(NC(=O)c2ncc(-c3ccccc3)o2)cc1N1CCCCC1=O	-5
COc1ccc(-c2nc(CNc3ccc(C)c(F)c3)no2)cc1	-10
O=C1/C(=C\c2cccc(F)c2)CSc2c(F)cccc21	2
CC(C(=O)Nc1c(F)cccc1F)N1CCN(c2nccs2)CC1 (centres undefined)	-9
CCOc1ccc(-c2cc(=O)n(CC(=O)Nc3ncccc3C)cn2)cc1	-6
CC(C)Oc1ccc(C(=O)n2sc(=O)c3ccccc32)cc1	2
COc1ccccc1C(=O)Nc1cccc(NC(=O)CC(C)n2cccn2)c1 (centres undefined)	4
Cc1cc(C)c(C(=O)N2CSCC2C(=O)NC(C)C(C)C)[nH]1 (centres undefined)	-10
CCOC(=O)c1nn(-c2ccc(F)cc2)c(=O)cc1NCCC(c1ccccc1)c1ccccc1	-4
O=C(O)c1ccc(OCc2ccoc2C(=O)O)cc1	-6
O=C(Nc1ncc2c(n1)CCC1(C2)OCCO1)C1COc2ccccc2O1 (centres undefined)	-2
COCCN(CC(=O)Oc1ccccc1P(=O)(O)O)Cc1ccccc1	-4
CC(C)c1cc(C(=O)N2CC=C(n3c(=O)[nH]c4ccccc43)CC2)n(C)n1	-10
O=c1c2ccccc2nnn1CSc1nc2ccccc2c(=O)n1Cc1ccco1	-4
CC(Nc1cnn(-c2ccccc2)c(=O)c1Cl)c1ccc2c(c1)CCO2 (centres undefined)	-8
CC1CCN(CC(=O)Nc2ccc([N+](=O)[O-])cc2)CC1	-7
S=C(Nc1ccccc1)Nc1ccccn1	0
CCc1noc(-c2ccc(CCNC(=O)NC3CC3)cc2)n1	1
CCOC(=O)C1CCN(C(=O)c2coc(COc3cccc(F)c3)n2)CC1	-10
Cn1cc(C(=O)N2CCCCC2)c2[nH]c(=O)n(-c3ccc(Cl)cc3)c(=O)c21	-30

# New compounds follow.
compound	mcGAS MS inh
O=C(c1ccc2nc(C3CCCCC3)oc2c1)N1CCN(c2ccccn2)CC1	-4
O=S(=O)(c1ccc(NCC2COc3ccccc3O2)cc1)C(F)(F)F (centres undefined)	0
O=C(Cn1nc(-c2cccs2)oc1=O)Nc1cccc(Cl)c1	-11
N#Cc1ccc(N2CCC(N3CCC(OCCN4CCOCC4)CC3)C2=O)cc1 (centres undefined)	-13
O=S(=O)(Nc1ccc2cn[nH]c2c1)c1ccc(S(=O)(=O)N2CCOCC2)cc1	-33
COc1ccc(OC)c(C(O)CNC(=O)CN)c1 (centres undefined)	-8&-3&2
CCNC(C)c1cccc(O)c1 (centres undefined)	-10
O=C(c1ccnc2ccccc12)N(CC(F)F)C1CC1	-4
Cc1cn(CC(=O)NC(C)CN2CCc3ccccc3C2)c(=O)[nH]c1=O (centres undefined)	-24
CCn1cnnc1CCNC(=O)c1ccc(F)c(Br)c1	-10
OC(COc1cccc(CN2CCSCC2)c1)CN1CCOCC1 (centres undefined)	-10
CC(C)n1cc(C2c3[nH]c4ccccc4c3CCN2Cc2cnn(-c3ccccc3)c2)cn1 (centres undefined)	-5
Cn1cc(C(=O)NCc2cccnc2)c2n[nH]c(=O)c-2c1	2
CCOc1ccc(S(=O)(=O)N(C)C)c2ccccc12	4
COc1ccc(C=NOCc2ccc(Cl)cc2Cl)c(OC)c1	-9
COc1ccccc1CN1C(=O)O[C@@H]2CN(S(=O)(=O)N(C)C)C[C@@H]21	-6
O=C(Nc1cccc(C(=O)N2CCC3(C2)OCCO3)c1)c1ccco1	-3
C=CCn1c(CNc2ccc(I)cc2)nnc1SCC(=O)NC(C)(C)C	-6
N#CC1(C#N)C(c2cccc(I)c2)C(C(N)=O)N2C=Cc3ccccc3C21 (centres undefined)	3
O=C(CSc1nc2ccccc2s1)NCCN1C(=O)SC(=Cc2ccc3c(c2)OCO3)C1=O	-2
O=[N+]([O-])c1ccc2c(c1)CCN2Cc1c(F)c(F)c(F)c(F)c1F	-7
O=C1N(Cc2cccnc2)C[C@@H]2C[C@@H](c3ccc4c(c3)OCCO4)N3CCC[C@@]123	6
COC(=O)c1ccccc1NC(=O)Cn1c(CCC(=O)O)ccc1-c1ccccc1	-25
CCC(CC)c1cc(CNC(=O)c2cccc(-n3cncn3)c2)on1	-7
CCOCCn1c(CN2CC(C)CC(C)C2)nc2c1c(=O)n(C)c(=O)n2C (centres undefined)	1

# Structures above containing an aryl thioether with sulfur outside any ring, in the order listed:
compound	mcGAS MS inh
Brc1ccc(Sc2ncnc3sccc23)cc1	-8
O=c1c2ccccc2nnn1CSc1nc2ccccc2c(=O)n1Cc1ccco1	-4
C=CCn1c(CNc2ccc(I)cc2)nnc1SCC(=O)NC(C)(C)C	-6
O=C(CSc1nc2ccccc2s1)NCCN1C(=O)SC(=Cc2ccc3c(c2)OCO3)C1=O	-2

# (continued)
compound	mcGAS MS inh
O=C(Nc1nc2c(s1)CCCC2)C1Cc2cc(Cl)ccc2O1 (centres undefined)	-2
CONC(=O)c1c2c(nc3ccccc13)/C(=C\c1ccco1)CC(C)C2 (centres undefined)	3
O=C(NCCc1ccc(Cl)cc1Cl)c1ccc(S(=O)(=O)N2CCOCC2)cc1	-7
COC(=O)CN1C(=O)C(O)(c2c(C)[nH]c3ccccc23)c2ccccc21 (centres undefined)	-8
Cc1cccc(NC(=O)CNC(=O)c2cccc(F)c2)c1	-3
CCOc1ccc(-c2csc3c(=O)[nH]c(N4CCN(c5ccccn5)CC4)nc23)cc1OCC	-6
CCOC(=O)NC(CNCc1cc2c(C)nn(C)c2nc1Cl)C1CC1 (centres undefined)	-1&0
O=C(C1CCN(S(=O)(=O)c2ccccc2)CC1)N1CCCc2ccccc21	6
Cc1c(C(=O)NCc2ccc3c(c2)OCO3)sc(=O)n1CCc1ccccc1	-7
CC1CC(C)CN(c2nc3c(c(=O)[nH]c(=O)n3C)n2CCSc2nc3ccccc3s2)C1 (centres undefined)	-4
COc1cc(N2CCN(C(=O)C3CCC(=O)N3)CC2)nc(C)n1 (centres undefined)	-1
COC(=O)Cn1c(=O)c2c(nc3n2CCCN3c2ccc(C)c(C)c2)n(C)c1=O	-5
Cn1cnc(S(=O)(=O)Nc2ccsc2)c1Cl	0
CCn1c(C)c(P(=O)(N2CCOCC2)N2CCOCC2)c2ccccc21	-4&4
CC(C)(C)C(=O)Nc1nnc(C(F)F)s1	-5
Cc1ccc(C(=O)NS(=O)(=O)CCS(=O)(=O)c2ccc(F)cc2)cc1F	-11
Cc1cc(CNc2ccc[nH]c2=O)ccc1Br	-5
O=C1C(=O)N(CN2CCCC(C(F)(F)F)C2)c2cc(Br)ccc21 (centres undefined)	5
O=C1NCCN2CCN(C(=O)CCn3nnc(-c4ccccc4)n3)CC12 (centres undefined)	-9
CNC(=O)CC(C)N(C)Cc1cnc(-c2cccc(C)c2)nc1 (centres undefined)	-37
CCCCC(C(=O)O)N1C(=O)C2C3C=CC(C4CC34)C2C1=O (centres undefined)	-23
O=c1ccc2cc(S(=O)(=O)N3CCOCC3)ccc2o1	0
COc1ccccc1NS(=O)(=O)c1cc(C(=O)NCCC(C)C)ccc1C	-4
CCCCn1c(SC(C)c2nnc(CC)o2)nc(C)c1C (centres undefined)	-4
CCn1nnc2c(SCC(=O)N3CCN(c4ccc(Cl)cc4)CC3)ncnc21	1

# Structural class: the compounds so far with a CF3 group
compound	mcGAS MS inh
Cc1cccc(C)c1Cn1c(C)c(C(=O)NCc2ccc(C(F)(F)F)cc2)sc1=O	-2
O=C1CSc2ccc(C(=O)NCC#Cc3cccc(C(F)(F)F)c3)cc2N1	-10
Cc1nnc(NC(=O)c2ccc(C(F)(F)F)cc2)o1	-5
O=S(=O)(c1ccc(NCC2COc3ccccc3O2)cc1)C(F)(F)F (centres undefined)	0
O=C1C(=O)N(CN2CCCC(C(F)(F)F)C2)c2cc(Br)ccc21 (centres undefined)	5

# Among those listed so far, 5 contain a cyano group.
compound	mcGAS MS inh
N#Cc1cn(OCc2ccccc2)c(=O)[nH]c1=O	-11
N#CCc1ccc(OCC(O)Cn2cnc3ccc(Br)cc3c2=O)cc1 (centres undefined)	2
N#CCS(=O)(=O)Cc1ccc(C(=O)O)cc1	10
N#Cc1ccc(N2CCC(N3CCC(OCCN4CCOCC4)CC3)C2=O)cc1 (centres undefined)	-13
N#CC1(C#N)C(c2cccc(I)c2)C(C(N)=O)N2C=Cc3ccccc3C21 (centres undefined)	3

# (continued)
compound	mcGAS MS inh
O=C(CCS(=O)(=O)C1CCCC1)N1CCCC(n2ccnc2)C1 (centres undefined)	-56
CC1=C(C(=O)NCCn2nc(C)cc2C)C(=O)OC1(C)C	-1
N#Cc1ccc(OCc2ccccc2)nc1	-19
CCn1cccc(-c2nnc(SCC(=O)NCc3ccc(F)cc3)n2C)c1=O	-5
C=CCOC(=O)C1=C(C)Nc2nnnn2C1c1cccs1 (centres undefined)	-4
COc1cc(OC)cc(C2=NC(=Cc3ccc(OCC(N)=O)c(OC)c3)C(=O)O2)c1	-6
COc1ccc(N=C2SCCN2CC(=O)c2ccc(Cl)cc2)cc1	2
COc1ccc(SC(C)C(=O)NCc2cccn2C)cc1 (centres undefined)	1
Cc1ccc(C)c(NC(=O)Cn2nc(C)c3cnn(-c4ccc(F)cc4)c3c2=O)c1	-8
COc1ccc(COCC(=O)N2CCN(C3CCCC3O)CC2)cc1 (centres undefined)	-21
CC1(C(=O)NS(=O)(=O)Cc2cccc(Cl)c2)CCN1C(=O)Cc1ccc(-c2ccccc2)cc1 (centres undefined)	-11
CCC(Nc1cc2oc3ccccc3c2cc1OC)C(=O)OC (centres undefined)	-31
CN(Cc1ccc(Cl)c(Cl)c1)Cn1nc(-c2ccncc2)n(C2CC2)c1=S	-1
COC(=O)CN1CCN(C(=O)c2cnc(-c3ccccc3)nc2)C(C)C1=O (centres undefined)	-18
c1ccc(-c2cc(NCC3CCCO3)nc3ccccc23)cc1 (centres undefined)	-8
CN(CC1CCOCC1)C(=O)c1cc(COc2cccc3cnccc23)on1	-7
COc1ccc(OC)c(-n2c(C)cn3c4c(=O)n(CC(C)=O)c(=O)n(C)c4nc23)c1	-8
CN(CC1CCOCC1)C(=O)c1cc(COc2ccc(-n3cncn3)cc2)on1	-14&-1
COc1ccc(Nc2c3c(nc4nncn24)CCC3)cc1OC	-3
CC(C)NC[C@@H](O)COc1ccc(CC(N)=O)cc1	-3
COC(=O)C1=C(C)N(C)C(=O)NC1c1ccc(I)cc1 (centres undefined)	-3
c1ccc(CNc2nccc(C3CCCC3)n2)nc1	-7
COc1ccc(-c2cn(S(=O)(=O)Cc3ccccc3)nc2N)c(OC)c1	2
Oc1[nH]c2ccccc2c1N=Nc1ccccc1F	-4
Cc1ccc2[nH]c(O)c(N=Nc3ccccc3)c2c1Br	13
Cc1c(C(=O)OC2CCCCCC2)[nH]c2c1C(=O)CCC2	-6
CN(CCCSCC#N)Cc1cc(Br)cs1	-6
Cn1c(SC2CCCCNC2=O)nnc1-c1ccccc1Cl (centres undefined)	-14
O=C(CCN1C(=O)c2ccccc2C1=O)N1CCN(S(=O)(=O)c2cc(F)ccc2F)CC1	-4
Cc1cc(-n2c(C)nc3ccccc3c2=O)ccc1NC(=O)c1cccc([N+](=O)[O-])c1C	4
CCOC(=O)c1ccoc1COC(=O)c1c(C)cc(=O)oc1C	8
